EPAC1 antag: EPAC1 (human) antagonism; O95398; AID 720709; EPAC1 GEF assay, Rap1b-BODIPY-GDP exchange fluorescence; 0.14% of 360,000 active; Potency, µM (titrated, usually from 115 µM), for inactives: top-dose activity change, negative = inhibition, most hits filed as inhibitors;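 note: plate controls were vehicle for no effect and positive control for full effect; nearly all actives have a fitted effect of over 50% in size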
EPAC2 antag: EPAC2 (human) antagonism. Q8WZA2. EPAC2 GEF exchange of Rap1B-BODIPY-GDP, fluorescence. Potency, µM (highest dose often 114 µM), for inactives: at the highest dose activity, negative = inhibition, actives largely listed as inhibitors. 0.18% of 360,000 active. AID 720708; note: % is set by controls: 0 for no effect and ±100 for the full control effect; nearly all actives have a fitted effect of over 45% in size; many of its hits are not listed in these tables
PTHR1 ag: agonists of human PTHR1 parathyroid hormone receptor; Q03431; HEK293 GP2 PTHR1 cells, GloSensor cAMP luminescence, 1 h; Potency, µM (series often up to 115 µM), for inactives: top-dose activation, hits mostly activators; 0.075% of 410,000 active; AID 743266; note: nearly all actives have a fitted effect of over 55% in size; some results filed as inactive show a strong effect at the top dose; inactives centre near -15; many of its hits are not listed in these tables
Target sequence (Q03431 whole entry, looked up): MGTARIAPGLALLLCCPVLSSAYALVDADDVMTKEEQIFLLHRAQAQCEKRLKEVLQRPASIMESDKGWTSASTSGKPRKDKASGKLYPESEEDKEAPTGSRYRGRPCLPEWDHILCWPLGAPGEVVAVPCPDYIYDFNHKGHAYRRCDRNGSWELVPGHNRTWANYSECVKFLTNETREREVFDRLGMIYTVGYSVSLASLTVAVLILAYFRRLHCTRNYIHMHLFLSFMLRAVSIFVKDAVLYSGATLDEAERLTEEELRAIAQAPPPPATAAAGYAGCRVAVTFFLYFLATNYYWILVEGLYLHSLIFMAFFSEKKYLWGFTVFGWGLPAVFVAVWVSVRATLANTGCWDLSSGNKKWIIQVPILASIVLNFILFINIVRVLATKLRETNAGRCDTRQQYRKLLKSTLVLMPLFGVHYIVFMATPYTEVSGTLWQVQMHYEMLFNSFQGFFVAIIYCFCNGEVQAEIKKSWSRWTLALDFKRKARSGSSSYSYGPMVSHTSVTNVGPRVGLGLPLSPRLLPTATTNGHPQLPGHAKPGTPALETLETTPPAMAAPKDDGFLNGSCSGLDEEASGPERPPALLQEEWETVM
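HEK-293-derived GP2 cells expressing PTHR1 and a GloSensor cAMP reporter, 3,000/well, plated overnight, given luciferin plus IBMX (each 0.5 mM as added) for 1 h at 37 °C, then compound for 1 h at 37 °C. Luminescence was read after 15 min at room temperature.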
EPAC2 ag: EPAC2 (human) agonism. Q8WZA2. EPAC2 activation, biochemical qHTS; response scale: 100% = 6.5 mM cAMP response. Potency, µM (doses to about 154 µM), inactives show at the highest dose activation, actives largely listed as activators. 0.079% of 360,000 active; note: nearly all actives have a fitted effect of over 50% in size
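Readout is BODIPY fluorescence (480 nm excitation, 540 nm emission), which falls as labeled GDP is exchanged off Rap1B. EPAC2 at 100 nM acted on 250 nM RAP1B-BODIPY-GDP with 50 uM GDP present.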
FUS suppressor: FUS proteinopathy suppression in yeast; S. cerevisiae FUS-expressing, growth rescue, OD600, 24 h; Potency, µM (top dose mostly 76.6 µM), without a hit: at the top dose growth rescue (activation), hits mostly activators; 0.24% of 390,000 active;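 note: plate controls were DMSO vehicle for no effect and reference control for full effect; nearly all actives have a fitted effect of over 55% in size; some results filed as inactive show a strong effect at the top dose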
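Toxicity suppression screen in FUS-yeast. Cells induced with 2% galactose, starting OD 0.005, treated 24hr at 30C with compounds at multiple final concentrations; growth by OD600.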
aSyn rescue: alpha-synuclein toxicity inhibition in yeast; AID 652106; Yeast expressing alpha-synuclein, growth rescue, BacTiter-Glo, 24 h; 0.14% of 370,000 active; Potency, µM (highest dose often 46.1 µM), inactives show top-dose growth rescue (activation), usual class: activators; note: % of control where 0% means no effect; nearly all actives have a fitted effect of over 65% in size
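Galactose-induced alpha-syn yeast (OD600=0.02, raffinose-pregrown) + pinned cpd, 24 hr, 30 deg C; growth by BacTiter-Glo luminescence. Growth restoration scores as activation.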
EPAC1 ag: agonists of human EPAC1. AID 720707. Potency, µM (series often up to 154 µM), inactives show top-dose activation, actives largely listed as activators. 0.073% of 360,000 active. O95398. EPAC1 agonist qHTS, biochemical assay; response scale: 100% = response to 6.5 mM cAMP; note: nearly all actives have a fitted effect of over 60% in size
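EPAC1 100 nM, Rap1B–BODIPY-GDP 250 nM, unlabeled GDP 50 uM; compound titration; 5 min RT; kinetic read ex480/em540 at 5-min intervals ×30 min; data normalized to 6.5 mM cAMP agonist control.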
TDP-43 yeast inh: inhibitors of TDP-43 toxicity in yeast. TDP-43 expressing yeast growth rescue, BacTiter-Glo, 24 h. Potency, µM (highest dose often 46.1 µM), for the others: top-dose growth rescue (activation), usual class: activators. 1.8% of 410,000 active. AID 652104; note: % of control where 0% means no effect; nearly all actives have a fitted effect of over 50% in size
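Cell-based yeast growth screen: TDP-43 expression induced in galactose, inoculum OD600=0.02 after raffinose pregrowth to mid-log. Read-out BacTiter-Glo luminescence at 24 hr, 30 deg C; inhibition of toxicity seen as signal increase.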
Numbers without * were called inactive; i = inactive; ? = inconclusive; nt = no result given; [ ] = another dose, or the depositor's remark. Calls come from the whole dose curve; as a rule, active = well fitted curve in the direction sought with a large enough effect; inconclusive = small, poorly fitted or top-dose-only effect, or another doubt; inactive = no such curve, though single readings can be large; an effect the other way counts as inactive or inconclusive. Potency is the fitted concentration of half-maximal effect. The list is partial. The share of hits here may be higher or lower than overall.

SMILES | EPAC1 antag | EPAC2 antag | PTHR1 ag | EPAC2 ag | FUS suppressor | aSyn rescue | EPAC1 ag | TDP-43 yeast inh
CCc1nnc(NC(=O)c2ccc(-c3ccc(F)cc3)o2)s1 | -1% | -9% | i | -6% | -11% | -7% | 4% | 9%
Cc1ccc(-n2c(Cc3cccs3)nnc2SCC(=O)Nc2ccc(S(N)(=O)=O)cc2)cc1 | -7% | -13% | 20%[57.5 µM] | 16% | 24% | -1% | 12% | 18%
CCOC(=O)C1=C(COC(=O)C2CC(=O)N(c3ccccc3CC)C2)NC(=O)NC1C (configuration not stated) | 17% | 17% | i | 14% | 16% | -4% | 6% | -1%
CC(C)N1C(=O)CCC1C(=O)NC1CCCC1 (configuration not stated) | 0% | -5% | i | -10% | 3% | -1% | 4% | -1%
COc1ccc(CNC(=O)c2cccc3c(-c4cccnc4)coc23)cc1OC | -20% | ? | -93%[inhibitor] | 13% | 30% | 15% | 4% | 23%
CC(NS(=O)(=O)c1ccc(Cl)cc1)C(=O)NCCC1=CCCCC1 (configuration not stated) | 0% | -14% | i | -11% | 11% | 26% | -15% | -16%[9.22 µM]
CCCc1cc(C(=O)N/N=C/c2cccn2C)cs1 | -11% | 8% | -7% | -5% | 24% | -2% | -8% | 21%
Brc1ccc(-c2nnc(-c3ccccc3)c(N3CCSCC3)n2)cc1 | 8% | 18% | -1% | 13% | 17% | -13% | 5% | -18%
COC(=O)c1ccccc1S(=O)(=O)NNC(=O)C1COc2ccccc2O1 (configuration not stated) | -1% | -4% | -10% | 8% | 20% | 9% | 5% | -20%
Cc1ccc(-c2nc(-c3ccccn3)no2)cc1Cl | -18% | -3% | i | -5% | 11% | 0% | 2% | 0%
COCCCNC(=O)[C@H](Cc1ccccc1)NC(=O)CC[C@H]1O[C@@H](n2ccc(=O)[nH]c2=O)[C@H](O)[C@@H]1O | 39%[activator] | 15% | -22% | 9% | -21% | -9% | -11% | -7%
CCOC(=O)CCc1c(C)c2c(C)nn(-c3ccccc3)c2[nH]c1=O | -8% | 2% | -18% | -3% | -6% | 12% | -1% | 0%
COc1ccccc1NS(=O)(=O)c1ccc2c(c1)N(C(C)=O)CC(C)S2 (configuration not stated) | -27% | -4% | -24% | 1% | 25% | 10% | -2% | 18%
CN(C)c1cc[n+](CC(=O)Nc2c(Cl)cc(Cl)cc2Cl)cc1 | 10% | -1% | i | 5% | 5% | 1% | -3% | -19%
CCOc1cc(/C=C2\COc3ccccc3C2=O)ccc1OCC(=O)N(C)C | 10% | -1% | -93%[inhibitor] | 8% | 38% | 0% | 4% | 7%
Cc1cc(C)cc(N(CCC(=O)O)S(=O)(=O)c2ccc(Cl)cc2)c1 | 5% | 18% | i | 2% | 0% | 1% | -2% | 9%
CCCN(Cc1ccccc1)C(=S)Nc1ccc(SC(F)F)cc1 | -3% | -10% | -21% | 11% | 12% | -1% | 12% | 27%
COc1cccc(CNCc2cccnc2)c1OCc1ccccc1 | 12% | 12% | 4% | -2% | -4% | 6% | -8% | -19%
Cc1cc(C)cc(C(=O)Nc2ccc(N3CCN(C(=O)c4ccco4)CC3)cc2)c1 | -21% | -1% | -21% | 3% | nt | -2% | -2% | 8%
CC1Cc2ccccc2N1C(=O)Cn1cc(C(F)(F)F)ccc1=O (configuration not stated) | 16% | 8% | -29% | 0% | -5% | -2% | -15% | -1%

The closing 5 records of the part before lead into the next:
SMILES | EPAC1 antag | EPAC2 antag | PTHR1 ag | EPAC2 ag | FUS suppressor | aSyn rescue | EPAC1 ag | TDP-43 yeast inh
Cc1cc(C)cc(N(CCC(=O)O)S(=O)(=O)c2ccc(Cl)cc2)c1 | 5% | 18% | i | 2% | 0% | 1% | -2% | 9%
CCCN(Cc1ccccc1)C(=S)Nc1ccc(SC(F)F)cc1 | -3% | -10% | -21% | 11% | 12% | -1% | 12% | 27%
COc1cccc(CNCc2cccnc2)c1OCc1ccccc1 | 12% | 12% | 4% | -2% | -4% | 6% | -8% | -19%
Cc1cc(C)cc(C(=O)Nc2ccc(N3CCN(C(=O)c4ccco4)CC3)cc2)c1 | -21% | -1% | -21% | 3% | nt | -2% | -2% | 8%
CC1Cc2ccccc2N1C(=O)Cn1cc(C(F)(F)F)ccc1=O (configuration not stated) | 16% | 8% | -29% | 0% | -5% | -2% | -15% | -1%
COc1cc(/C=C/C(=O)NCC(=O)N2CCC(N(C)CCN3CCOCC3)CC2)ccc1OC(C)C | 14% | 4% | -15% | 1% | 3% | 4% | 4% | -5%[0.397 µM]
CC[C@H](C)[C@H](NC(N)=O)C(=O)Nc1ccc(OC)c(Cl)c1 | -4% | -1% | ? | 6% | -27% | 5% | 10% | 22%
O=C(Nc1ccccc1F)N1CCc2ccccc2C1 | 14% | -2% | ? | -2% | -2% | -3% | -5% | ?
COc1ccc(CCNC(=O)/C=C/C(=O)O)cc1OC | -26% | -1% | 0% | 9% | -22% | 0% | -15% | 0%
CC(=O)NCCc1cnc[nH]1 | 17% | 11% | i | 0% | -13% | -2% | -6% | ?
COc1ccccc1NC(=O)Cc1noc(CSc2cc(C)c3ccccc3n2)n1 | 8% | 2% | -4% | -2% | 23% | 14% | 12% | 0%
COc1ccc(NC(=O)NN2CCOCC2)cc1OC | 18% | -8% | -5% | 2% | -5% | -9% | 9% | 3%
COC(=O)CSCC(=O)Nc1nnc(-c2ccccc2C)s1 | -5% | 21% | i | 5% | -17% | -4% | -6% | -5%
CC1(c2nnnn2C2CCCC2)CCC(=O)N1c1ccc2c(c1)OCCO2 (configuration not stated) | -5% | 4% | -30%[inhibitor] | 7% | -4% | 5% | 12% | 10%
Cc1ccc(C)n1-c1ccc(N2CCOCC2)c(Br)c1 | 1% | -4% | -4% | 3% | 10% | -16% | -7% | 18%
O=C(CSc1nc2ccccc2c(=O)n1CCC(=O)N1CCN(c2ccccc2)CC1)NCC1CCCO1 (configuration not stated) | -25% | 12% | -4% | 9% | 25% | 14% | -1% | 13%[9.22 µM]
COc1ccc(C(=O)Cc2ccc(F)cc2)c(OC)c1 | -26% | 1% | -4% | 1% | nt | -2% | 6% | ?
CC(NC(=O)Cn1cc(C(F)(F)F)cc(Cl)c1=O)c1ccccc1 (configuration not stated) | 0% | 3% | i | 9% | 9% | 1% | -3% | -21%
COc1ccc(S(=O)(=O)NNS(=O)(=O)c2ccc(OC)c(OC)c2)cc1OC | -5% | 9% | -6% | 11% | -22% | 0% | -8% | -5%
O=C(NCC1CCCO1)c1ccccc1S(=O)(=O)c1ccc([N+](=O)[O-])cc1 (configuration not stated) | -2% | 4% | i | 2% | 0% | -3% | 8% | 14%
O=C(CNC(=O)c1cccc(-n2cnnn2)c1)Nc1ccc(F)c(F)c1 | 26% | 7% | ? | 8% | -21% | -1% | -1% | -10%
COc1cccc(/C=N/NC(=O)CCc2ccccc2)c1 | -27% | -8% | -20% | -7% | -1% | 0% | 7% | -1%
Nc1nc(SCC(=O)Nc2ccc(Cl)cc2)[nH]c(=O)c1-c1ccccc1 | 4% | 18% | i | 8% | 7% | 1% | -6% | 17%
COc1ccc(NC(=O)Nc2ccc3c(c2)C(=O)N([C@H](C)CO)C[C@H](C)[C@@H](CN(C)C(=O)NC2CCCCC2)O3)cc1 | -1% | ? | -10% | 2% | 32% | -3% | -22% | 1%
O=C(COc1cccnc1[N+](=O)[O-])Nc1ccc(Cl)c(S(=O)(=O)N2CCOCC2)c1 | -13% | 1% | -5% | 3% | 12% | 2% | 2% | -17%
CCO[C@H]1OC(C(=O)N2CCN(Cc3ccc4c(c3)OCO4)CC2)=C[C@@H](c2ccc(Br)cc2)[C@@H]1CCCO | -16% | -14% | -82%[inhibitor] | -5% | 23% | -2% | 2% | 21%
CC(C)Oc1ccc(S(=O)(=O)N2CCOCC2)cc1NC(=O)C1COc2ccccc2O1 (configuration not stated) | 7% | -24% | -16% | 2% | 41% | 9% | -2% | 28%
COc1ccc(OC)c(C(O)c2coc3ccc(O)c(CN(C)C)c23)c1 (configuration not stated) | 10% | 7% | i | -2% | 7% | -7% | 3% | 10%
Cc1cccc2c1-c1sc(C(=O)Nc3cccnc3)cc1CO2 | -12% | 1% | -19% | 2% | 32% | -13% | 4% | ?
Cc1ccc(S(=O)(=O)N2CCN(c3ncccn3)CC2)cc1C | -17% | 1% | i | 12% | -17% | 5% | 7% | -6%
CCN(CC)S(=O)(=O)c1cc(F)ccc1OC | 3% | 7% | i | -7% | 4% | -4% | 0% | -9%
CCN(CC)CCN(C(=O)c1ccc(C(=O)c2ccccc2)cc1)c1nc2cc3c(cc2s1)OCO3 | -13% | -9% | -35%[inhibitor] | 6% | -3% | 9% | -4% | -14%
CCCc1cc(=O)oc2cc(C)cc(OCC(=O)NCCCN3CCCC3=O)c12 | 2% | -2% | -3% | -1% | 11% | 4% | 1% | 2%
O=C(c1ccccc1C(=O)N(c1ccccc1)c1ccccc1)N1CCCCC1 | -14% | 8% | i | -2% | nt | -2% | -1% | 18%
N=C(N)c1ccc(Cl)cc1 | ? | -5% | -14% | 8% | -13% | 1% | 4% | -6%
Cc1ccccc1NC(=S)NCc1ccc(F)cc1 | -14% | 0% | 8% | -1% | 20% | 18% | -1% | 16%
O=C(Nc1ccccc1NC(=O)c1ccco1)c1ccccc1 | ? | -5% | ? | 1% | -3% | -6% | 8% | -10%
Cn1c(SCC(=O)N2CCCC2)nc2c(c1=O)SCC2 | 11% | 6% | i | 3% | -5% | -2% | 1% | 20%
CCC(C(=O)O)N1C(=O)c2ccccc2C1=O (configuration not stated) | -8% | 0% | -5%[57.5 µM] | -3% | -16% | -7% | 2% | -9%
CC(=O)C1C(c2cccc(F)c2)NC(=O)NC1(O)C(F)(F)F (configuration not stated) | 7% | 19% | 15% | 8% | nt | -4% | -18% | -34%
O=C(CSc1nc2ccccc2s1)N1CCCCC1 | 4% | 8% | -55%[inhibitor][57.5 µM] | 10% | -4% | -8% | 9% | ?
CSc1ccc(CNC(=O)Cc2ccc(NC(=O)C3=C(C)OCCS3)cc2)cc1 | 12% | 10% | i | 0% | 3% | -2% | -8% | 14%
O=C(OCc1ccc(F)cc1)c1cc(S(=O)(=O)N2CCCCC2)ccc1N1CCOCC1 | -4% | -3% | -38%[inhibitor] | 8% | -8% | 3% | -1% | 24%
COC(=O)Cn1cnc2c(Cl)nc(F)nc21 | -22% | 4% | -17% | -2% | -18% | -1% | -9% | 17%

Screening data as filed in PubChem.
